TAAR1 agonist = agonists of human TAAR1 | activation, % at 3 µM | Q96RJ0 | CHO RD-HGA16 TAAR1, Fluo-8 calcium fluorescence; vehicle wells 0%, saturating PEA agonist 100% | AID 624467 | 360,000 compounds, 0.99% hits;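 active = activation above the mean activation of all test compounds in the run plus 3 SD, cut at about 38% in these data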
Target sequence (Q96RJ0 whole entry, looked up): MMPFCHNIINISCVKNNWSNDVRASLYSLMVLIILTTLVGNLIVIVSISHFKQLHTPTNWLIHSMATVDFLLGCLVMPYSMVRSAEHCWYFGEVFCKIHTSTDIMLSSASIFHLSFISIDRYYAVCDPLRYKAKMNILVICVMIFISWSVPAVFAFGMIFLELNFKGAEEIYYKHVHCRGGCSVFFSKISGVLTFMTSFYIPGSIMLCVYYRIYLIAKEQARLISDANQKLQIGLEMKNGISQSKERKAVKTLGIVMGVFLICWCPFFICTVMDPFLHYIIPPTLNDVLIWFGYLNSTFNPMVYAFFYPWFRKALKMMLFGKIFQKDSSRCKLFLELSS
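Assay system – CHO-derived RD-HGA16 cells with stable Gα16 and human TAAR1 · Compound dosing – one-point dosing at 3 µM (nominal) · Incubation – 17-24 h seeding, 75 min 37 °C dye, 30 min RT · Measured by – kinetic Fluo-8 calcium fluorescence · Control set – DMSO vehicle as 0%, PEA at EC100 as 100% · Repeats – single well for each compound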
CHO-K1 Ca antag = counter-screen for M1 antagonists: effect in parental CHO-K1 cells; ATP-induced calcium, Fluo-8 fluorescence; inhibition, % at 3 µM; 360,000 compounds, 0.6% hits; AID 602250;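 active = inhibition above a per-plate cutoff, the plate's mean sample inhibition plus 3 SD, cut at about 24% in these data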;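 also: 0% = DMSO plus EC80 ATP and 100% = DMSO alone without ATP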
M1 PAM parental = counter-screen for M1 PAMs: effect in parental CHO-K1 cells. ATP EC20, Fluo-8 calcium fluorescence; 0% at ATP EC20, 100% at ATP max. activation, % at 3 µM. 360,000 compounds, 0.02% hits. AID 602247;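 active = activation above the run cutoff, the mean activation of all test compounds plus 3 SD, cut at about 40% in these data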;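 also: peak over basal fluorescence ratio in a 140 s read after ATP addition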
TAAR1 antagonist = human TAAR1 antagonism | Q96RJ0 | CHO RD-HGA16 TAAR1, Fluo-8 calcium fluorescence, antagonist | inhibition, % at 3 µM | 360,000 compounds, 1.5% hits;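 active = inhibition above a per-plate cutoff, the mean inhibition of test compounds on that plate plus 3 SD, cut at about 49% in these data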;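 also: 0% = DMSO plus EC80 beta-PEA response and 100% = DMSO alone without agonist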
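Material: CHO RD-HGA16 cells bearing hTAAR1; compound dosing: one-point dosing, 3 µM nominal final; schedule: dye loading 75 min at 37 °C, then 30 min room temperature; measured by: calcium fluorescence with Fluo-8; control set: vehicle and agonist controls; replication: n of 1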
CHO parental Ca = counter-screen for OX1R antagonists: effect in parental CHO cells; inhibition, % at 5.6 µM; AID 463079; parental CHO-K1, ATP-induced calcium, Fluo-8 fluorescence; 330,000 compounds, 0.63% hits;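 active = inhibition above that plate's mean sample inhibition plus 3 SD, cut at about 26% in these data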;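 also: 0% = ATP-challenged DMSO wells and 100% = DMSO wells without ATP; some compounds past the cut are filed as inactive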
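Test system: untransfected parental CHO cell line; also added: ATP stimulus; dosing: 5.6 µM, single dose; signal: calcium-sensitive Fluo-8 fluorescence; measure: percent inhibition of ATP-evoked calcium rise, normalized to controls; benchmarks: low control ATP plus DMSO, high control DMSO only; replication: one well per compound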
V1aR counter = counter-screen for oxytocin receptor agonists: human V1a receptor agonists. P37288. 320,000 compounds, 0.25% hits. activation, % at 3 µM. AID 2797. CHO-V1R cells, Fluo-8 calcium fluorescence, agonist mode; 0% DMSO, 100% 3 nM vasopressin;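 active = activation above the mean activation of all tested compounds plus 3 SD, per screening run, cut at about 20% in these data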;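 also: signal is peak over basal fluorescence ratio across a 100 second FLIPR read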
CHRM1 agonist = human M1 muscarinic receptor agonism; AID 588814; CHO-K1 hM1, Fluo-8 calcium fluorescence, agonist mode; 0% DMSO, 100% acetylcholine EC100; activation, % at 3 µM; 360,000 compounds, 0.33% hits; P11229;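 active = activation above the run's mean compound activation plus 3 SD, cut at about 16% in these data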;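 also: peak over basal fluorescence ratio within a 140 s kinetic read after compound addition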
Target sequence (P11229 whole entry, looked up): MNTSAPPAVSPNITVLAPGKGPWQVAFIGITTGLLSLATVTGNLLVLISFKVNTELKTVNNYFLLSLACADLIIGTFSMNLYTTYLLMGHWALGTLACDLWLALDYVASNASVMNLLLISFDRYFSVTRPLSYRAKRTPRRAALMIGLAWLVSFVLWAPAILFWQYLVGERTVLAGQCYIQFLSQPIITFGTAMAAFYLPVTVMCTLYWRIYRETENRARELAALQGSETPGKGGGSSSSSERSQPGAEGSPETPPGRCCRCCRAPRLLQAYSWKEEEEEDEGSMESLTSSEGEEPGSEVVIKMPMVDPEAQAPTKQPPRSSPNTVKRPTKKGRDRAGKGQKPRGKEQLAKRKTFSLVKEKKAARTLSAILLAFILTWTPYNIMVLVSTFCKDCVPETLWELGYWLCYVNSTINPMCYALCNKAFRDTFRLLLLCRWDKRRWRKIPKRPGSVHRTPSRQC
OXTR potentiator = human OXTR potentiation; 320,000 compounds, 0.061% hits; activation, % at 3 µM; CHO-OTR cells, Fluo-8 calcium fluorescence, potentiator mode; 0% = oxytocin EC15, 100% = EC100;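 active = activation above that plate's cutoff, the mean activation of tested compounds plus 3 SD, cut at about 6.6% in these data, passing the limit was not always enough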;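 also: 100% uses oxytocin at 75 nM as the full agonist control; some results filed as inactive read as strong as hits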
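Replication – single well per compound, singlicate · Assay system – CHO cell line stably expressing human OTR · Timing – 6 min pre-incubation, 100 s read · Measure – normalized max/min fluorescence ratio, % activation · Doses – 3.0 µM, one dose · Detection – Fluo-8 calcium dye fluorescence · Probe or stimulus – oxytocin near EC15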
M1 ag parental = M1 agonist counterscreen hit in parental CHO-K1 cells | 360,000 compounds, 0.48% hits | activation, % at 3 µM | AID 602248 | Fluo-8 calcium fluorescence; scaled to maximal ATP response, vehicle zero; in the data active = activation above about 15%;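 also: untransfected CHO-K1 host cells lacking M1 receptor as counterscreen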
An asterisk follows results filed as active; · = no result given.

Results follow in this order: TAAR1 agonist	CHO-K1 Ca antag	M1 PAM parental	TAAR1 antagonist	CHO parental Ca	V1aR counter	CHRM1 agonist	OXTR potentiator	M1 ag parental
O=C1OCCN1C(=O)[C@H]1[C@H](c2ccc(F)cc2)C(c2ccccc2)=NN1c1ccc(Br)cc1
→ ·	-1	6	·	-21	·	-4	·	0.0
Cc1noc(C)c1COc1cccc(C(=O)NCCc2c[nH]c3ccccc23)c1
→ 12	-20	14	25	-22	1.8	-3	-8	6.2
CC(/C=C/c1ccco1)=N/NC(=O)Cc1cccs1
→ 0	18	-7	-18	-2	-0.3	-3	-11	-0.1
O=C(O)CCc1ccc(-c2ccc(F)cc2)n1CC(=O)O
→ -2	0	12	1	-2	1.5	0	-6	0.6
O=C(NCc1ccccc1Cl)c1ccc2c(=O)n(CCCN3CCCC3=O)c(=S)[nH]c2c1
→ 5	30*	-8	8	-15	-0.5	-2	-2	-0.7
COc1ccc(C(=O)c2ccc(N3CCN(C(=O)c4ccc(F)cc4)CC3)c(F)c2)cc1Br
→ 7	2	-3	37	-26	2.8	0	-3	-0.1
Cn1c(SCc2ccccn2)nnc1-c1ccccc1
→ 11	-12	11	22	-12	0.7	-4	-17	0.1
O=C(Nc1nc(N2C(=O)c3ccccc3C2=O)n(-c2ccccc2)n1)c1ccc(F)cc1
→ 1	-16	19	-10	1	0.2	-2	4	1.1
CCOC(=O)Cn1cc(/C=C(\C#N)C(=O)N2CCOCC2)c2ccccc21
→ 1	3	4	-9	-2	0.0	0	1	0.4
CSC(=NS(=O)(=O)c1ccc(N)cc1)NS(=O)(=O)c1cccs1
→ 3	-2	-3	-15	·	·	-1	·	0.9
Cc1cccc(C(=O)NNC(=O)c2cc3cc4ccccc4nc3s2)c1
→ 5	2	-3	18	5	0.7	0	1	-0.1
O=C(c1ccccc1)N1CCN(CC#CC2(O)CCCCC2)CC1
→ 5	5	-10	-17	0	-0.1	4	-4	0.3
Cc1ccc(C(NC(=O)CN2C(=O)NC3(CCCC3)C2=O)c2ccccc2)cc1 (configuration not stated)
→ 5	-10	10	-17	-27	-0.3	-6	-9	0.3
Cc1ccc(CNC(=O)CSc2ccc(-c3cccs3)nn2)cc1
→ -2	-7	-6	10	-22	-1.2	-3	-3	0.2
CC(=O)c1c(C)nc2ccc([N+](=O)[O-])cc2c1-c1ccccc1
→ 3	-11	4	-30	-13	-1.3	-1	-5	0.7
C=C(NC(=O)C(=C)NC(=O)c1csc(C2=NC3c4csc(n4)C4NC(=O)c5csc(n5)C(C(C)(O)C(C)O)NC(=O)C5CSC(=N5)/C(=C/C)NC(=O)C(C(C)O)NC(=O)c5csc(n5)C3(CC2)NC(=O)C(C)NC(=O)C(=C)NC(=O)C(=C)NC(=O)C(C(C)C)NC2C=Cc3c(C(C)O)cc(nc3C2O)C(=O)OC4C)n1)C(N)=O (configuration not stated)
→ 2	-11	16	-2	·	·	-2	·	1.0
C/C(=N/NS(=O)(=O)c1ccc(Cl)cc1)c1cccc(NC(=O)c2ccncc2)c1
→ 2	12	-16	10	-11	1.7	-3	-3	0.1
Cc1nc(N2CCN(C)CC2)c2c3c(sc2n1)CCCC3
→ 9	1	-9	3	-14	-0.5	-9	-5	-0.3
CCOC(=O)c1sc(=NC(=O)c2ccco2)n(C)c1C
→ 0	-4	-4	-8	1	-1.7	-4	-13	-0.3
COc1ccc2c(c1)c(=Cc1ccc(N(C)C)cc1)c1cc(-c3ccccc3)[n+](C)n12
→ 2	-3	19	-12	·	·	-5	·	0.7
COC(CN(C(=O)CCl)C(C(=O)NC1CCCC(C)C1C)c1ccc(C)cc1)OC (configuration not stated)
→ ·	-12	20	·	-16	0.8	-6	-2	0.4
Cc1nc(-c2ccc(C(=O)N3CCOCC3)cc2)cs1
→ 0	-5	12	-1	-16	0.1	-3	-6	0.3
Cc1cc(C(=O)Nc2ccc(OCc3ccccc3)cc2)c(C)o1
→ -1	-16	4	-8	-2	-0.5	-5	10	2.1
COC(=O)NC(Nc1sc2c(c1C(N)=O)CCCC2)(C(=O)OC)C(F)(F)F (configuration not stated)
→ -1	-8	6	7	-13	0.0	-2	-11	0.1
CC1CCCCN1C(=O)C1CC(c2ccc(F)cc2)=NO1 (configuration not stated)
→ ·	-16	18	·	-9	0.2	-3	-10	2.4
CN(Cc1cccs1)C(=O)c1ccc(Cl)c(S(=O)(=O)N2CCCCCC2)c1
→ 6	5	-18	18	-16	2.4	-2	-4	4.0
Cc1ccc(NS(=O)(=O)c2cccc(C(=O)NNC(=O)NC3CCCCC3)c2)c(C)c1
→ 1	-10	27	-18	-11	0.6	-6	2	0.1
OCC1OC(n2nc3ccccc3n2)C(O)C(O)C1O (configuration not stated)
→ 8	-11	6	-17	-6	0.2	-2	-3	0.1
O=C(O)Cn1cc2c(n1)CCCCC2
→ 10	-10	13	-2	-2	-0.5	1	-8	-0.2
COc1ccc(N2CN=C3SCC(=O)N3C2)cc1
→ 3	0	7	1	-9	0.7	-5	-9	0.2
Cc1ccc(S(=O)(=O)ON2C(=O)c3cccc4cccc(c34)C2=O)cc1
→ 4	-4	14	2	-13	0.4	-6	-7	0.8
Cc1cc(C)cc(-n2ncc3c2CCCC3NC(=O)CCN2Cc3ccccc3C2=O)c1 (configuration not stated)
→ -1	-6	0	-30	·	·	-5	·	0.0
Cc1c(Cl)cccc1NC(=O)c1cc(-c2ccccc2O)n[nH]1
→ 14	4	8	30	4	5.4	3	-27	3.5
Cc1cc(C)n2nc(SCc3cc(=O)oc4ccc5ccccc5c34)nc2n1
→ 5	-11	17	10	-27	0.1	-8	-3	0.8
Cc1ccc(-c2nn(-c3ccccc3)c3[nH]c(=O)c(CNCc4ccccc4)cc23)cc1
→ 2	-21	9	-20	-14	-1.1	1	-12	-0.2
O=C(CN1CCN(Cc2ccccc2)CC1)Nc1cccc(Cl)c1
→ 3	16	-9	0	-9	1.9	-8	-3	-0.2
COc1ccc(-c2cc(CNc3nc4cc(-c5ccccc5C)sc4c(=O)n3C)on2)cc1
→ 2	-5	3	-8	·	·	-1	·	0.2
Cc1ccc(NC(=S)N(CCN(C)C)C(C)c2ccco2)c(C)c1 (configuration not stated)
→ 4	-18	25	-7	1	1.1	-1	-1	0.7
C[C@H](O)[C@@H]1CN2CCc3c([nH]c4ccccc34)[C@@H]2C[C@@H]1N(C)C(=S)NCCc1ccccc1
→ 78*	6	7	66*	·	·	-9	·	2.0
O=C(CN1CCN(S(=O)(=O)c2ccccc2C(F)(F)F)CC1)NCc1cccs1
→ 2	13	-9	-9	-14	0.7	0	1	0.2
COc1cccc(-c2nn(-c3ccccc3)cc2C(=O)NCC(=O)O)c1
→ 4	-5	5	4	4	0.8	-4	-6	0.0
CN(CC(=O)Nc1ccc(Cl)cc1)C(=O)c1ccc(S(=O)(=O)Nc2ccccc2)cc1
→ 10	0	2	0	12	-0.2	-1	2	1.3
COc1ccc(C(C(=O)NC2CCCC2)N(C(=O)c2ccco2)c2ccc3c(c2)OCO3)cc1OC (configuration not stated)
→ 3	4	9	2	-16	0.0	-1	-11	0.3
CC1CCCN(C(=O)CCS(=O)(=O)c2ccc3c(c2)n(C)c(=O)c(=O)n3C)C1 (configuration not stated)
→ 1	13	-11	-42	4	0.4	4	-13	-0.3
Cc1c(P(=S)(c2ccccc2)c2ccccc2)[n+]2ccccc2n1CCc1ccccc1
→ 2	-9	11	-2	·	·	-10	·	0.6
CCN(CC)C(=O)CSc1nnc(-c2ccccc2)n1-c1ccccc1
→ 11	-8	17	-18	-13	0.1	-3	-5	0.3
Cc1ccc(-c2ccc(CN3C(C(C)C)C(=O)N(Cc4cn(CCC5OCCCO5)nn4)CCS3(=O)=O)cc2)cc1 (configuration not stated)
→ 4	-13	21	11	·	·	0	·	0.3
Nc1nc2nc(-c3ccccc3)cc(=O)n2[nH]1
→ 6	0	-5	5	7	0.1	1	-7	-0.1
Cc1ccc(S(=O)(=O)Nc2ccc(C(=O)N3CCCC3)cc2)cc1
→ 2	-7	13	-8	-4	1.0	-2	-4	1.9
CC(C)Cn1c(=O)c2sccc2n2c(CCCC(=O)N3CCC(N4CCCCC4)CC3)nnc12
→ 0	-11	15	-6	0	1.6	-5	-2	0.4
COc1ccc(-c2[nH]ncc2N=Nc2ccccc2)cc1
→ 8	5	6	2	5	-0.3	-13	-7	-0.5
COc1ccc(C(=O)COC(=O)c2cc(=O)c3ccccc3o2)cc1
→ 6	-15	13	-17	-21	3.7	-2	-5	3.0
CC1Cc2ccccc2N1C(=O)CN1CCC(C(N)=O)CC1 (configuration not stated)
→ 0	-5	5	-16	-13	2.5	-5	-16	0.0
O=[N+]([O-])c1ccc(Cl)c(S(=O)(=O)/N=C(/Nc2cccnc2)c2ccccc2)c1
→ 0	-11	17	-2	-16	1.2	-5	-2	0.5
Oc1c(I)cc(Cl)c2cccnc12
→ -2	2	14	-13	41*	-0.4	-4	-6	0.4
Cc1oc(/N=C/c2cccc([N+](=O)[O-])c2)c(C#N)c1C
→ 2	-6	22	3	-3	0.2	-3	-6	2.7
CCN(CC)c1ccc(C(=O)N/N=C(\C)c2cccc(OC)c2)cc1
→ 0	-7	20	17	-5	0.2	-11	-4	0.4
CCCCn1c(N)c(N(CCOC)C(=O)c2oc3ccc(OC)cc3c2C)c(=O)[nH]c1=O
→ 0	-5	9	-7	8	0.2	-4	-3	0.5
CCOC(=O)c1cn(Cc2ccccc2)c2cc(C)nn2c1=O
→ 3	-15	14	-8	12	0.5	-1	-9	0.8
CC(=O)NNC(=O)CSc1nnc(-c2ccccc2)c(-c2ccccc2)n1
→ 6	-6	13	5	-7	-0.8	-3	-12	0.3
CCc1ccc(Nc2nnc(SCn3nnc4ccccc4c3=O)s2)cc1
→ 5	-7	5	48	-7	-0.8	-3	-21	0.2
CCc1ccc(S(=O)(=O)NCc2cn3cccc(C)c3n2)s1
→ 3	-4	5	-4	-12	10	-1	-11	3.9
Cc1c(NS(=O)(=O)c2ccc(Cl)c(C(=O)OCC(=O)NCc3ccco3)c2)c(=O)n(-c2ccccc2)n1C
→ 0	-12	16	5	-17	1.7	-5	-1	0.6

Assay outcomes deposited in PubChem BioAssay by The Scripps Research Institute Molecular Screening Center.
